Screening results: PubChem, National Center for Advancing Translational Sciences (NCATS)
Glioma ERSR ind – ER stress response induction in glioma; U87-MG GRP78 promoter luciferase reporter, 16 h; AID 602332; 420,000 tested, 0.02% active; Potency, µM, for inactives: at the top dose activation, usual class: activators; also: potency is read from the fitted curve at half-maximal effect; series mostly up to about 76 µM; % of control where 0% means no effect; nearly all actives have a fitted effect of over 35% in size
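Stably transfected U87-MG glioma cells carrying a GRP78-based luciferase sensor; 16 h compound incubation. Luminescence end-point read 10 min after Bright-Glo addition at room temperature.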
Vif-A3F inh – inhibitors of Vif-A3F interaction | HeLa A3F-eYFP + Vif (tagged APOBEC3F with the HIV-1 protein that degrades it), YFP fluorescence increase | Potency, µM (top dose mostly 46.1 µM), without a hit: at the highest dose activity, negative = active | 390,000 tested, 0.2% active; also: potency is read from the fitted curve at half-maximal effect; % of control where 0% means no effect; nearly all actives have a fitted effect of over 65% in size
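Fluorescence increase (Ex 488/Em 500-530) after overnight compound treatment at 37 deg C flags inhibition of Vif-driven A3F-eYFP loss in stable HeLa A3F-eYFP/Vif cells seeded overnight beforehand.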
D2 agonist – activates the human D2 dopamine receptor | HEK293 T-REx D2 cells, calcium flux agonist mode | activation, % at 2 µM | 340,000 tested, 0.53% active;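 active = activation over 3 SD above normal in the single-dose calcium agonist read, cut at about 30% in these data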; also: 0% is about no effect
Target sequence (P14416 whole entry, looked up): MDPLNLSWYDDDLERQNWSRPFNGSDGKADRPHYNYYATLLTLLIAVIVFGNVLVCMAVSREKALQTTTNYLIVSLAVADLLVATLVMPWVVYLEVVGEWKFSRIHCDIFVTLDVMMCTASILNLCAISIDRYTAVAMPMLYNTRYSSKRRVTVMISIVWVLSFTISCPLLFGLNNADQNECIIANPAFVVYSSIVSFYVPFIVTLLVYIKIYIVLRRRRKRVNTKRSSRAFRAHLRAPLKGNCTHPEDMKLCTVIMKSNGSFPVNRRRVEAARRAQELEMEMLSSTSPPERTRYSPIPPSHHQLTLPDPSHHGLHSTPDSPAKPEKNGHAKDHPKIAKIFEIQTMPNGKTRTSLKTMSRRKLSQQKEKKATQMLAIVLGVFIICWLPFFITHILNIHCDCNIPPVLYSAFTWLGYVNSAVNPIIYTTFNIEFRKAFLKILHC
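In this primary screen, compounds producing a positive calcium signal within 180 s of addition to tetracycline-induced, force-coupled HEK293 Trex D2 cells are flagged; cells are dye-loaded with a no-wash calcium kit beforehand.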
LDHA block – LDHA (human) enzyme inhibition; purified LDHA, NADH/diaphorase-resazurin fluorescence; stronger effect = lower value; AID 1347041; P00338; 480,000 tested, 0.15% active; activity change, % (values are at about 110 or 230 µM); in the data active = activity change below about -30%; inconclusive = mostly about -25% to -30%;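 also: plate controls were DMSO wells for no effect and wells without enzyme for full effect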
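Enzyme activity of human lactate dehydrogenase 5 (2 nM; 0.06 mM NADH, 0.2 mM pyruvate, 5 min, RT) is measured via a resazurin/diaphorase fluorescence readout of residual NADH.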
ERG Ets-DNA blk – inhibitors of human ERG Ets domain-DNA interaction. fluorescence polarization, His-ERG Ets domain / labelled DNA. P11308. AID 624246. Potency, µM (series often up to 76.9 µM), for the others: at the highest dose FP activity, negative = inhibition, hits mostly inhibitors. 370,000 tested, 0.028% active; active = well fitted inhibition curve with a large enough effect in the polarisation, with a control signal flat; inconclusive = small, poorly fitted or top-dose-only effect, or effect the other way, or a change in a side signal; inactive = no such curve, though single readings can be large or run the other way; the % refers to the polarisation;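 also: polarization taken with two DNA probes labelled with fluorescein and Texas red; potency is read from the fitted curve at half-maximal effect; % of control where 0% means no effect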
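His-tagged ERG Ets domain (1 uM in the protein solution; 300mM KCl, 50mM Tris-HCl, 1mM EDTA, 1mM DTT, pH 7.5) received compound, then a probe mix of 5 nM fluorescein-DNA and 100nM Texas-615-DNA. Fluorescence polarization was read for both dyes.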
D2 antagonist – antagonizes the human D2 dopamine receptor. P14416. HEK293 TREx D2 cells, calcium flux, dopamine EC80. inhibition, % at 10 µM. 340,000 tested, 2% active; in the data active = inhibition above about 30%; also: 0% is about no effect
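Calcium mobilization kinetics were recorded at 1 s intervals in tetracycline-induced HEK293 T-REx D2 cells, first for 180 s after compound addition and then 180 s after EC80 dopamine.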
RGS4 inhibitor – human RGS4 inhibition. P49798. Transcreener GDP fluorescence polarization, RGS4-accelerated GTP hydrolysis. Potency, µM (titrated, usually from 114 µM), for inactives: at the top dose activity change, negative = inhibition, hits mostly inhibitors. 390,000 tested, 0.039% active; also: potency is read from the fitted curve at half-maximal effect; % is scaled to controls: 0 for no effect and ±100 for the full control effect; nearly all actives have a fitted effect of over 75% in size; some results filed as inactive show a strong effect at the top dose
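MLSMR compounds (23 nl, pin-transferred) preincubated 10 min at room temperature with a 500nM (2x) first reagent, then RGS4 at 900nM (2x) plus Transcreener GDP mix added; fluorescence polarization (620/688 nm) read before and after 90 min at 30 °C.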
Vif-APOBEC3G blk – blocks the Vif interaction with human APOBEC3G. Q9HC16. HeLa A3G-eYFP + Vif (tagged APOBEC3G with the HIV-1 protein that degrades it), YFP fluorescence, overnight. Potency, µM (highest dose often 46.1 µM), without a hit: at the highest dose activity, negative = active, actives largely listed as inhibitors. 410,000 tested, 0.076% active. AID 602310;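 also: potency is read from the fitted curve at half-maximal effect; % is scaled to controls: 0 for no effect and ±100 for the full control effect; nearly all actives have a fitted effect of over 60% in size; hits raise eYFP signal because A3G escapes Vif-driven loss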
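Read-out is eYFP fluorescence (Ex 488/Em 500-530) from Vif-expressing HeLa A3G-eYFP cells; more signal means A3G escaped Vif-mediated degradation. Cells plated overnight, compound pinned in, incubated overnight at 37 deg C.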
12-LOX inh – inhibitors of human 12S-lipoxygenase ALOX12 | Potency, µM (series often up to 108 µM), for inactives: at the highest dose activity change, negative = inhibition, most hits filed as inhibitors | purified 12hLO, xylenol orange hydroperoxide absorbance | P18054 | 580,000 tested, 1.1% active; also: potency is read from the fitted curve at half-maximal effect; % is scaled to controls: 0 for no effect and ±100 for the full control effect
Target sequence (P18054 whole entry, looked up): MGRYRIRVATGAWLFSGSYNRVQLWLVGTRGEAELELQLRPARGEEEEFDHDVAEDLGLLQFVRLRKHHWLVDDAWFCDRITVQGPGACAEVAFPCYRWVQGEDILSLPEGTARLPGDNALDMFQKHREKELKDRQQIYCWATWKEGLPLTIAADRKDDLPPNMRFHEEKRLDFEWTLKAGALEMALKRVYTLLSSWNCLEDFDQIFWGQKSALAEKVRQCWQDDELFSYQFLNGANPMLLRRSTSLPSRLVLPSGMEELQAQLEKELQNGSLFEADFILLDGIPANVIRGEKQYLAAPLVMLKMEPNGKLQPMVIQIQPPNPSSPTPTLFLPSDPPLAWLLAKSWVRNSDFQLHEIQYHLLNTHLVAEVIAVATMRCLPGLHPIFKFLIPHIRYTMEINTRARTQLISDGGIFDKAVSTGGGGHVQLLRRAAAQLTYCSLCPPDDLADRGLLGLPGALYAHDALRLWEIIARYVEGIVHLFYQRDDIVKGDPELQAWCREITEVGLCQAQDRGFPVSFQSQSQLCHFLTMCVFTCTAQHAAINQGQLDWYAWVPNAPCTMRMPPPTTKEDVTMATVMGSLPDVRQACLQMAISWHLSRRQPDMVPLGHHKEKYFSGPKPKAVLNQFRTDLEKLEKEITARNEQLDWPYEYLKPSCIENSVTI
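Purified human 12hLO at 150 nM in 25 mM Hepes, 0.01% Triton X-100, pH 7.0, preincubated 15 min at room temperature with compound. Reaction started with 40 uM arachidonic acid, 30 min at room temperature. Hydroperoxide measured by Fe-xylenol orange, 573/405 nm absorbance ratio.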
* hit, by the source's call; ? = inconclusive; nt = no result given; & = joins results of further samples; [ ] = remark or other dose. Unless noted, calls follow the shape of the dose curve; as a rule, active = well fitted curve in the direction sought with a large enough effect; inconclusive = small, poorly fitted or top-dose-only effect, or another doubt; inactive = no such curve, though single readings can be large; an effect the other way counts as inactive or inconclusive. Only part of the results is shown; count on the stated rates, not on these rows.

nr | SMILES | Glioma ERSR ind | Vif-A3F inh | D2 agonist | LDHA block | ERG Ets-DNA blk | D2 antagonist | RGS4 inhibitor | Vif-APOBEC3G blk | 12-LOX inh
1 | Cc1ccc(NC(C(N)=O)c2c(C)[nH]c(=O)[nH]c2=O)cc1 (stereo not drawn) | -3.0% | 5.0% | 0.6 | -1.8 | -1.7% | -1.2 | -9.9% | 0.1% | -16.3%
2 | COc1ccc(CC(=O)Nc2ccccc2NC(=O)Cc2ccc(OC)cc2)cc1 | -4.9% | 7.9% | 0.0 | 0.1 | -11.7% | 4.3 | 0.7% | -4.1% | ?
3 | CN(CC(=O)Nc1cccc(F)c1)C(=O)/C=C/c1ccc2ccccc2n1 | -6.3% | 0.9% | 0.3 | -0.9 | -6.4% | -8.2 | -6.4% | -10.7% | -3.2%
4 | CCOC(=O)c1c(NC(=O)C(C)Sc2cccc[n+]2[O-])sc2c1CCN(Cc1ccccc1)C2 (stereo not drawn) | -4.3% | -0.6% | 41.9* | -2.3 | -20.5% | -5.9 | 0.1% | -5.4% | 215.2%[activator]
5 | CC1(c2ccc(OCC#N)cc2)C=C(c2ccc(OCC#N)cc2)n2nc(C(F)(F)F)nc2N1 (stereo not drawn) | -5.4% | -1.5% | -0.8 | 1.6 | -12.7% | -3.7 | 31.0% | -2.6% | -1.9%
6 | CCOc1ccc(NC(=S)NCCCc2ccccc2)cc1 | 0.5% | 5.8% | 1.4 | -3.2 | -1.8% | -8.7 | -11.5% | -0.2% | ?
7 | CCc1ccc(N2CC(C(=O)OCC(=O)c3c(N)n(CC(C)C)c(=O)n(C)c3=O)CC2=O)cc1 (stereo not drawn) | -1.1% | 5.9% | 0.3 | -2.8 | -4.3% | -15.8 | 1.1% | 2.8% | -7.4%
8 | Cc1ccc2c(c1)sc1nc(-c3cc4ccccc4oc3=O)cn12 | nt | nt | -0.1 | -2.3 | 4.0% | nt | -12.5% | nt | -25.2%
9 | CCn1c(N)c(C(=O)N2CCOCC2)sc1=S | -2.9% | 4.0% | 3.4 | -5.1 | 7.7% | -14.6 | ? | -3.5% | ?
10 | CC1=C(C(=O)OC(C)C)C(c2cccs2)NC(=O)N1 (stereo not drawn) | -1.7% | 11.8% | -0.6 | -6.5 | 5.4% | -3.2 | 41.4% | 1.6% | 0.9%
11 | O=C(CCS(=O)(=O)c1ccccc1)N(Cc1cccnc1)c1nc2c(Cl)cccc2s1 | 8.7% | -3.9% | 1.2 | 2.2 | -2.6% | nt | ? | ? | 2.4%
12 | O=C(NCCCN=C1NS(=O)(=O)c2ccccc21)c1ccco1 | -4.5% | 0.2% | 0.6 | -5.1 | -2.3% | -20.5 | -11.5% | 0.1% | 9.6%
13 | Cc1cc(C)nc(/N=C2\NC(=O)CC3C(=O)NCCN23)n1 (stereo not drawn) | -3.8% | 4.0% | -0.7 | -8.5 | -9.8% | -4.5 | 6.1% | 2.5% | 6.2%
14 | Cc1ccc(C(=O)NNc2cc(=O)n(C)c(=O)n2C)cc1C | 0.0% | 1.4% | -1.2 | 2.9 | -12.0% | -2.2 | -18.3% | -0.4% | 5.1%
15 | COc1ccc(OC)c(/C=N\NC(=O)CC(=O)NCCc2ccccc2)c1 | -0.3% | 8.5% | -0.3 | -6.7 | -6.4% | -2.9 | 21.0% | 1.0% | -5.7%
16 | O=C(c1ccccc1)N1CCN(c2ccc([N+](=O)[O-])c(NCc3ccco3)c2)CC1 | -2.6% | 3.0% | 0.4 | -3.7 | 3.4% | -5.3 | 19.0% | 0.0% | -6.0%
17 | COC(=O)CCc1c(C)c(C(=O)c2cc(OC)c(OC)c(OC)c2)c2ccccn12 | ? | 6.2% | -1.3 | -3.8 | -2.5% | -8.1 | 10.0% | ? | 0.0%
18 | CS(=O)(=O)c1ccc(C(=O)N2CC(=O)Nc3ccccc32)cc1 | -0.1% | -7.9% | 0.0 | 1.6 | -14.7% | -4.8 | -21.4% | -0.5% | -6.4%
19 | Cc1cc(C)c2c(n1)nn1c(C)c(CCC(=O)NCc3ccco3)c(C)nc21 | -1.8% | 0.0% | 1.3 | 1.2 | 5.2% | 1.9 | -19.5% | 0.5% | -10.6%
20 | Cc1ccc(NC2=CC(=O)CC(c3ccco3)C2)c(N)c1 (stereo not drawn) | 5.1% | 7.7% | -0.3 | -1.5 | 7.8% | -10.0 | 2.8% | -24.6% | 4.3%
21 | Cc1ccccc1S(=O)(=O)c1c(C)cc(C)n(C)c1=O | -2.0% | 10.6% | -2.0 | 1.5 | -2.5% | 9.1 | -19.7% | -0.7% | -20.1%
22 | O=C(c1ccc(S(=O)(=O)c2ccccc2Cl)c([N+](=O)[O-])c1)N1CCCCCC1 | -3.9% | -14.9% | 0.9 | -11.4 | nt | -3.2 | 14.2% | ? | -9.5%
23 | Cc1ccn(CC(=O)N2N=C(C(F)F)CC2(O)C(F)F)n1 (stereo not drawn) | -4.5% | 0.0% | 1.4 | -4.8 | -1.1% | 9.4 | 1.7% | 1.4% | -13.2%
24 | Cn1cc(C(=O)C(=O)N2CCCCC2)c2ccccc21 | -4.8% | ? | nt | -1.6&9.8 | 59.8%[activator] | nt | -21.3% | -9.3% | 3.2%&13.1%
25 | O=C(Nc1ccc(S(=O)(=O)NCc2ccccc2)cc1)Nc1ccc2c(c1)OCO2 | 0.9% | 2.0% | 1.1 | 7.8 | 6.9% | -5.8 | -20.0% | -4.7% | -5.2%
26 | CC1(C(=O)NS(=O)(=O)c2ccccc2Cl)CCN1C(=O)c1cccc(F)c1 (stereo not drawn) | -3.6% | nt | nt | -5.1 | nt | nt | nt | 4.0% | -22.0%
27 | N#C/C(=C\c1ccc(Cl)cc1)C(=O)NC1CC1 | -0.5% | 14.9% | nt | -2.8 | 2.9% | nt | 5.0% | -15.2% | 0.0%
28 | CCOC(=O)C1=CCN(S(=O)(=O)c2ccc(C)cc2)C1c1ccc(Cl)c(Cl)c1 (stereo not drawn) | -6.5% | nt | nt | -10.6 | nt | nt | nt | -3.2% | -11.8%
29 | CC(Sc1nnc2n1CCCCC2)C(=O)Nc1cccc(S(=O)(=O)N2CCOCC2)c1 (stereo not drawn) | -7.3% | 2.2% | 0.0 | -1.6 | 3.7% | -13.5 | 11.7% | -4.9% | -2.1%
30 | CCN(c1ncnc2c1cnn2-c1cccc(Cl)c1)C1CCCCC1 | -5.0% | -0.4% | nt | -4.1 | -3.8% | nt | 20.7% | 1.2% | -27.9%

Going on with the list.
nr | SMILES | Glioma ERSR ind | Vif-A3F inh | D2 agonist | LDHA block | ERG Ets-DNA blk | D2 antagonist | RGS4 inhibitor | Vif-APOBEC3G blk | 12-LOX inh
31 | COc1ccc(NS(=O)(=O)c2ccc(C)c(NC(=O)CN3C(=O)NC4(CCCC4)C3=O)c2)cc1 | -2.0% | 0.1% | -1.0 | -0.4 | 11.6% | -23.7 | -11.1% | 5.2% | 189.9%[activator]
32 | Nc1cccc2c1C(=O)N(C(=O)/C=C/c1cccc(F)c1)C2=O | ? | 6.2% | 0.9 | -1.8 | 1.2% | 7.0 | ? | ? | ?
33 | CCn1c(SCC(=O)Nc2cccc(OC)c2)nc2c(c1=O)SCC2 | -5.3% | -0.5% | 0.8 | -5.9 | 13.0% | 10.0 | -0.6% | -0.1% | ?
34 | [O-][n+]1onc2c1C(N1CCOCC1)CCC2N1CCOCC1 (stereo not drawn) | -3.6% | -3.4% | 0.5 | -7.5 | 3.3% | 14.9 | -7.8% | -0.2% | -12.3%
35 | Cc1cc(C(=O)N2CCN(Cc3ccccc3)CC2)on1 | -0.9% | -3.2% | 0.6 | -2.0 | -5.2% | 5.9 | 6.3% | 2.7% | 8.0%
36 | COc1ccc(C(=O)NC(=S)Nc2ccc(Cl)cn2)cc1OC | -1.3% | ? | 0.1 | 0.8 | -7.6% | -14.0 | -7.5%[11.4 µM] | -0.2% | -11.7%
37 | NC(=O)NC(Cc1ccccc1)C(=O)Nc1ccc(S(N)(=O)=O)cc1 (stereo not drawn) | -3.8% | -0.6% | 0.5 | -8.8 | -0.8% | -4.0 | -16.6% | -1.2% | 22.4%
38 | CN(C)c1ccc(C(C(=O)NCC2CCCO2)N(C(=O)c2snc(C(N)=O)c2N)c2ccc3c(c2)OCO3)cc1 (stereo not drawn) | -0.1% | 4.3% | -0.8 | -2.7 | -1.8% | -10.8 | -0.7% | -4.3% | 1.4%
39 | Cc1cccc(N2CCN(C(=O)c3ccc4nccnc4c3)CC2C)c1 (stereo not drawn) | -1.4% | -3.8% | nt | 7.9 | -1.2% | nt | -0.3% | -5.5% | -20.4%
40 | COCC(C)NC(=O)CSc1ncnc2sc(-c3ccccc3)cc12 (stereo not drawn) | 0.4% | 0.4% | 0.6 | -3.3 | -5.9% | 9.2 | -11.4% | -0.8% | 0.0%
41 | Cc1ccc(NC(=O)C2CCN(S(=O)(=O)c3c(C)noc3C)CC2)cc1C | -3.1%&-3.1% | -2.3%&0.7% | -0.9&0.1 | -3.6&-4.3 | 14.1%&3.1% | 17.7 | -1.6%&-8.7% | 1.0%&2.3% | 0.3%&-3.7%
42 | COc1cccc(-n2c(-c3cccc(S(=O)(=O)N(C)C)c3)n[nH]c2=S)c1 | -1.4% | -0.6% | 2.4 | 0.2 | 16.1% | -5.6 | -25.6% | 0.5% | ?
43 | C/C(N)=C(/C#N)C(=O)CSc1nnc(-c2ccccc2Br)o1 | -6.2% | 5.6% | 0.9 | -3.4 | 10.7% | -8.6 | -8.2% | 1.4% | 63.5%[activator]
